# thrombin 1536: blocks human thrombin protease activity | P00734 | alpha-thrombin, Boc-VPR-AMC fluorogenic substrate cleavage | inhibition, % at 5 µM | 220,000 tested, 0.26% active | AID 1046;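 active means inhibition at or above 40%; inactive means inhibition below 40%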;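 further: 0% = enzyme with no compound and 100% = wells without enzyme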
#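 System – human alpha-thrombin · Medium – pH 7.5 Tris (50 mM) with NaCl 150 mM, Tween 20 0.05% · Compound – single-point dosing at 5 µM, 0.2% DMSO · Incubation – enzyme reaction carried out at room temperature · Technique – fluorescence of released AMC, ex 355 nm, em 460 nm · Read-out basis – % inhibition of thrombin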
# p97 inhibitor: human p97 ATPase inhibition; recombinant p97 ATPase, Kinase-Glo ATP luminescence, 3 h; inhibition, % at 8 µM; 220,000 tested, 0.42% active; in the data active means inhibition above about 15%;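 further: 0% = DMSO vehicle and 100% = wells lacking enzyme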
# PERK inhibitor: human PERK inhibition, primary cell-based screen; Q9NZJ5; CHO PERK-DD fusion, SEAP luminescence translation reporter; inhibition, % at 5.6 µM; AID 1416; 220,000 tested, 0.17% active;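 active means inhibition above the mean inhibition of all tested compounds plus 3 SD, set separately per screening campaign, cut at about 2.9% in these data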;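 further: PERK kinase domain activated by AP20187 dimerizer at 100 nM; 0% = DMSO with dimerizer and 100% = rapamycin at 8.4 µM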
# KCC2 mod: modulates chloride dependent transport by human KCC2; B-score of Tl+ flux slope (higher = more flux/activation; lower = inhibition) at 10 µM; KCC2 cells, thallium flux FluoZin-2 fluorescence; 190,000 tested, 2.2% active; Q9H2X9; AID 1456;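 active means thallium flux slope and its plate-corrected score both differing from the plate sample mean at a set confidence after two filtering rounds, in either direction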;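 further: slope of fluorescence scaled to starting intensity during 10 to 20 s after thallium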
# Target sequence (Q9H2X9 whole entry, looked up): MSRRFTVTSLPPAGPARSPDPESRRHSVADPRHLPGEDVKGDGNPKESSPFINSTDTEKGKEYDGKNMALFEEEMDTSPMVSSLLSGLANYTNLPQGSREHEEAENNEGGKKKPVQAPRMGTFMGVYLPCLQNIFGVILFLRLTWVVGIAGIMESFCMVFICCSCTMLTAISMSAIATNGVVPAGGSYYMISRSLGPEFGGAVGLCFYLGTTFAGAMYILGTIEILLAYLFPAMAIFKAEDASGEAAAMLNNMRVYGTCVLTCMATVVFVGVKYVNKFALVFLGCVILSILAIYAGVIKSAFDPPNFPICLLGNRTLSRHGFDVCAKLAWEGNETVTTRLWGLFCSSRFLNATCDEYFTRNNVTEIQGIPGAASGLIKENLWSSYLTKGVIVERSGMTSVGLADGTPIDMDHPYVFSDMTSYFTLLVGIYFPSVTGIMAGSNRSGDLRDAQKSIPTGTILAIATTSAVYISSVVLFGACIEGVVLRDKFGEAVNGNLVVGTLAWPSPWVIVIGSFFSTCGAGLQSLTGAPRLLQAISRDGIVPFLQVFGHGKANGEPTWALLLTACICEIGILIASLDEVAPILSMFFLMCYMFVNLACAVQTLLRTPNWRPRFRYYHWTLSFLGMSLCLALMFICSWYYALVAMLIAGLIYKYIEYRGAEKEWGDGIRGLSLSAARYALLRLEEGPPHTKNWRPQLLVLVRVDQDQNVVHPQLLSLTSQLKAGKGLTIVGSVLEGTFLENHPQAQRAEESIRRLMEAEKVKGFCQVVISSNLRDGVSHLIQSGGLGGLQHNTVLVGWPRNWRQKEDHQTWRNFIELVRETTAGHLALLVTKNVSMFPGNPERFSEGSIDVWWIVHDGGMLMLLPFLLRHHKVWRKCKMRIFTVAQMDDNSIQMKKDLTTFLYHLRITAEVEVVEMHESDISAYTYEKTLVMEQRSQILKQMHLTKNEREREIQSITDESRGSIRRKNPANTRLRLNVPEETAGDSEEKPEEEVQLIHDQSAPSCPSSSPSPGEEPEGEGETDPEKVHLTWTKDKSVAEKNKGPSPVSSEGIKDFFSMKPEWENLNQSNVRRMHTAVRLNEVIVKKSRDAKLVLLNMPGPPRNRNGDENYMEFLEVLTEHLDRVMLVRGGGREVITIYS
# FXIIa inh: inhibitors of human coagulation factor XIIa; P00748; inhibition, % at 5 µM; 220,000 tested, 0.3% active; purified FXIIa, Boc-QGR-AMC fluorogenic substrate, 2 h; in the data active means inhibition above about 40%;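 further: 0% = enzyme with no compound and 100% = blank without enzyme; many of its hits are not listed in these tables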
# FXIa inh: inhibitors of human coagulation factor XIa; 220,000 tested, 0.14% active; purified FXIa, Boc-Glu-Ala-Arg-AMC fluorogenic substrate; P03951; inhibition, % at 5 µM;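 active means inhibition of at least 40%; inactive means inhibition below 40%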;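 further: fluorescence of freed AMC excited at 355 nm; 0% = enzyme without compound and 100% = no enzyme blank; many of its hits are not listed in these tables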
# hK5 inh: kallikrein 5 (human) inhibition; recombinant hK5, fluorogenic AMC substrate cleavage; 210,000 tested, 0.59% active; inhibition, % at 5 µM; Q9Y337;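 active means inhibition of 40% or more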;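 further: 0% = enzyme controls without compound and 100% = no-enzyme blanks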
# Wee1 degr inh: human Wee1 degradation inhibition, primary screen | P30291 | HeLa Luc-Wee1K328M stability, luciferase luminescence; 100% = proteasome inhibitor MG132 effect | reporter increase, % at 5 µM | 220,000 tested, 1.2% active | AID 1321;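 active means activation above the mean of all tested compounds plus 3 SD, set per screening run, cut at about 8.8% in these data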;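 further: cells exposed to compound for 20 h before luminescence read; 0% = DMSO alone and 100% = MG132 at 30 µM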
# Furin inh: inhibitors of human furin. P09958. purified furin, fluorogenic substrate cleavage. inhibition, % at 30 µM. 220,000 tested, 0.061% active; in the data active means inhibition above about 25%; further: inactives centre near -15
# An asterisk follows results filed as active; x = not tested or not shown; [ ] = remark or other dose.
SMILES,thrombin 1536,p97 inhibitor,PERK inhibitor,KCC2 mod,FXIIa inh,FXIa inh,hK5 inh,Wee1 degr inh,Furin inh
O=C(c1ccccc1)c1c[nH]c(C(=O)NNc2cccc(Cl)n2)c1,5,-2,0.4,-0.19,0,0,-12,0,-25
CO/N=C(/CS(=O)(=O)c1ccc(Br)cc1)c1ccc(OC)cc1,-9,-1,-1.4,-0.043,-2,-8,0,0,-27[20 µM]
Cc1ccn2c(-c3n[nH]c(=S)n3Cc3ccccc3)c(C)nc2c1,-6,-6,-0.3,0.21,-1,-11,-18,-2,-31
O=C(CSCc1ccccc1)N/N=C/c1ccc(OCC(=O)N2CCCCC2)cc1,-3,-5,-0.3,-0.15,4,-2,-2,0,3
COc1ccccc1Cn1nnc2c(=O)[nH]c(C3CCN(C(=O)c4ccc(C)cc4)CC3)nc21,0,2,0.5,0.41,13,3,-5,0,-11
COc1ccc(OC)c(S(=O)(=O)N(C)CC(=O)N2CCN(c3ccc(F)cc3)CC2)c1,-3,-3,-1.1,-1,9,2,-1,-2,-17[20 µM]
O=C(O)Cn1nc(-c2ccccc2)c2ccccc2c1=O,2,7,1.4,-0.13,22,6,-6,-2,-15[20 µM]
CS(=O)(=O)N1CCc2cc(-c3csc(NC(=O)Cc4ccccc4)n3)ccc21,-1,-10,-1.3,-1.1,5,0,-14,-2,-7[20 µM]
Nc1sc2c(c1C(=O)NC1CCS(=O)(=O)C1)CCCC2 (stereo not drawn),1,3,2.2,0.17,6,1,0,0,-7
CCOC(=O)c1sc(N=NC2=C(O)CCCC2=O)c(C(=O)OCC)c1C,5,2,-0.1,0.13,4,17,-17,-1,-28
Cc1ccc(S(=O)(=O)Nc2ccc(NC(=O)/C=C/C(=O)O)cc2)cc1,-2,0,-0.2,0.63,9,-2,0,-1,-13
CC(Oc1ccccc1)C(=O)Nc1ccc(S(=O)(=O)NCC2CCCO2)cc1 (stereo not drawn),0,1,0.5,x,5,4,-1,-1,-21[20 µM]
Cc1cc(C)n2ncc(C(=O)Nc3ccc4c(c3)OCO4)c2n1,-4,2,0.1,-0.31,2,0,-3,5,-10[20 µM]
COc1cccc(N(C(C)=O)c2nc(C)cc(C)c2C#N)c1,33,4,0.2,x,10,9,28,-1,-32[20 µM]
CCOc1ccc(-n2ccnc2SCC(=O)NCc2ccc3c(c2)OCO3)cc1,3,0,-0.3,-2.2,17,2,-12,-4,-16
Cc1cccc(-n2c(Cc3ccccc3)nnc2SCC(=O)N2CCOCC2)c1,0,2,-0.5,-0.84,8,-1,-8,1,-20
O=c1[nH]c(Nc2ccc(F)cc2)cc2ccccc12,2,7,0.5,0.082,9,-10,-25,0,-21[20 µM]
O=C(Nc1ccc(N2CCOCC2)cc1)C1CCN(C(=O)OCc2ccccc2)CC1,1,3,-1.1,-0.25,13,2,2,5,-13
Cc1cccc(N(C(=O)Cc2cccs2)C(C(=O)NCc2ccco2)c2ccncc2)c1 (stereo not drawn),6,-1,-0.3,-0.13,13,-2,-11,-1,-6
S=c1[nH]nc(C2CCCCC2)n1/N=C/C(Cl)=C\c1ccccc1,-2,5,0.7,3.4,7,4,-1,3,-20
Cc1cccc(Cn2nc(C)cc2NC(=O)CCCn2ccc([N+](=O)[O-])n2)c1,-1,0,0.5,-0.95,10,-5,x,-2,-22
CC(Oc1ccccc1Cl)C(=O)N1CCOCC1 (stereo not drawn),-7,4,0.6,0.59,-2,-4,-5,1,-11
C/C=C/C=C\C(=O)Nc1cccc(C2=NOC3(C2)C[C@H](C(N)=O)N(C(=O)CC#N)C3)c1 (stereo partly drawn),-1,x,x,0.035,6,2,2,x,-26
O=C(NC1CCCC1)C1CCC(=O)N1C1CCCCC1 (stereo not drawn),3,4,2.2,0.88,12,-4,-21,0,1
CCN(CC)C(=O)CN1C(=O)COCC1=O,-2,3,1.3,0.54,7,-9,-4,0,-16[20 µM]

# The list continues:
SMILES,thrombin 1536,p97 inhibitor,PERK inhibitor,KCC2 mod,FXIIa inh,FXIa inh,hK5 inh,Wee1 degr inh,Furin inh
CCOC(=O)c1cc(N)cc([N+](=O)[O-])c1,-10,5,1.1,1,5,4,-13,0,-17
CSc1cc(C)nc(N(C)C(C)=O)n1,-7,4,1.1,x,13,-1,-9,-2,-21
NC(=O)c1cc2ccccc2oc1=NCc1ccccc1,4,-3,1.1,-0.63,18,5,7,0,-11[20 µM]
O=[N+]([O-])c1ccc(NCCNS(=O)(=O)c2ccccc2)c(C(F)(F)F)c1,2,-3,-0.1,-2.4,14,7,7,0,-10
COc1ccccc1N1CCN(/N=C/c2c(C)nn(-c3ccccc3)c2C)CC1,2,-3,-0.9,x,7,-3,-2,-1,7[20 µM]
CCCCn1c(SCC(=O)c2ccccc2)nc2ccsc2c1=O,-1,-1,-0.9,-1.3,3,10,-6,3,-12
Cc1ccc(/C=N/NC(=O)c2ccccc2OCc2ccc(F)cc2)o1,3,-1,-0.3,-3,29,24,-1,0,2
CCCC(=O)C1=C(N2CCCCC2)CC(C)(C)C(C(=O)OC)C1=O (stereo not drawn),-10,5,0.2,-0.37,3,-3,-4,0,-13
CC(C)(C)C(=O)N1CCN(c2ncccc2C(F)(F)F)CC1,-4,-3,1.4,0.69,7,1,-7,3,-9
S=C(NCc1ccncc1)NC1CCCC1,0,6,1.3,0.85,1,-3,-10,0,-22
O=C(O)Cc1sc(Nc2ccc(F)cc2)nc1-c1cccs1,2,1,0.3,x,10,2,6,-2,-3
O=C(NN1C(=O)C2C3C=CC(C3)[C@H]2C1=O)c1cccnc1 (stereo partly drawn),1,2,1.2,0.79,7,16,-5,1,-11
Cc1ccc(CNC(=O)C2=NNC(=O)CC2)cc1,1,-1,1.4,-0.042,11,6,-9,0,-16
COc1ccc(-c2cc(-c3cc(OC)ccc3O)[nH]n2)cc1,-8,1,-0.1,-0.84,0,-10,-19,2,-18[20 µM]
O=C1C(Cl)=C(Nc2ccccc2O)C(=O)N1CCc1ccccc1,-4,4,0.8,-1.6,14,9,-13,0,-8
CCCCNC(=O)c1cc(-c2ccc(OC)cc2)on1,3,-2,-0.3,0.46,1,-5,-7,4,-17[20 µM]
CCN(CC)CCn1c(=N)n(CCO)c2ccccc21,-7,2,1.0,0.93,8,-10,-10,-2,20[20 µM]
COc1cccc(/C(C)=N/NC(=O)Cc2c(C)[nH][nH]c2=O)c1,-5,4,1.0,0.61,7,0,-1,-1,-17
COc1ccc2[nH]c(=O)c(CNc3ccccc3C)cc2c1,2,8,-1.2,0.96,2,3,2,-1,-7
O=C(c1ccc2c(c1)OCO2)N(c1ccc(F)cc1)C1C=CS(=O)(=O)C1 (stereo not drawn),3,3,1.8,-0.38,18,0,-5,6,-21
Cc1cccc(OCC(=O)NNC(=O)c2cc3ccccc3oc2=O)c1,-4,-2,1.1,-0.37,3,6,-50,-2,-15[20 µM]
CCCc1ccc(OCc2nc(-c3ccc(NC(=O)c4cccs4)cc3)no2)cc1,-4,2,0.7,-0.92,5,2,-23,6,-19
COc1ccc(CCNC(=O)Cc2ccc([N+](=O)[O-])cc2)cc1OC,-6,9,0.3,-0.21,4,0,-5,0,-7
CCOc1ccccc1NC(=S)N1CCC(NC(=O)NC23CC4CC(CC(C4)C2)C3)CC1,-17,4,-0.9,0.21,10,-4,-13,0,-15[20 µM]
O=C(Cn1c(=O)oc2cc(S(=O)(=O)N3CCCC3)ccc21)Nc1cccc(C(F)(F)F)c1,-6,2,0.9,-0.29,6,0,3,3,-22

# (next part)
SMILES,thrombin 1536,p97 inhibitor,PERK inhibitor,KCC2 mod,FXIIa inh,FXIa inh,hK5 inh,Wee1 degr inh,Furin inh
O=C(Nc1ccccc1)Nc1ccc(F)cc1F,-12,5,1.2,-0.41,1,-2,-3,4,-20
O=C(NC1CCCCC1)NC1CC2CCC(C1)N2C(=S)NCc1ccco1 (stereo not drawn),-2,-1,-0.1,0.51,4,-1,2,-4,-14[20 µM]
COc1ccccc1C1CC(c2ccc(Br)cc2)=NN1C(=O)c1cccnc1 (stereo not drawn),-4,4,-0.9,-0.82,9,1,-7,-2,-11
CO/N=C/NC(=O)NOCc1ncc(C(F)(F)F)cc1Cl,4,-5,-0.2,0.53,19,4,1,3,-14[20 µM]
O=C(c1ccc2c(c1)OCO2)C1CCCN(C(=O)Nc2ccc(F)cc2F)C1 (stereo not drawn),-5,6,1.0,-0.065,6,-2,-2,3,-17
CC1CCN(C(=O)C(NS(=O)(=O)c2cccc3nsnc23)c2ccccc2)CC1 (stereo not drawn),2,-1,-1.3,-2.8,-4,-2,3,-3,-16
COC(=O)C1[C@H]2C(=O)N(Cc3cccs3)C[C@]23C=C[C@H]1O3 (stereo partly drawn),-5,2,0.9,-0.89,5,-2,5,1,-36
Cc1ccc(C)c(N/C(N)=N/c2nc(C)cc(C)n2)c1,0,4,-0.3,-0.71,13,-12,9,1,-19
O=C(/C=C/c1cn(-c2ccccc2)nc1-c1cccc(Cl)c1)N1CCN(c2ccccn2)CC1,2,0,0.1,-1.5,-5,-5,-20,0,-25
CCn1ccnc1CNCc1cn(-c2cc(C)ccc2C)nc1-c1ccccc1,-12,-6,-0.6,-1.3,10,9,3,-1,-1
CC(C)(C)c1ccc(OCCOCCn2cnc3ccccc3c2=O)cc1,1,2,0.3,-0.2,-7,-7,-23,2,-28

# 14 of the compounds above, tab-delimited:
Molecule	thrombin 1536	p97 inhibitor	PERK inhibitor	KCC2 mod	FXIIa inh	FXIa inh	hK5 inh	Wee1 degr inh	Furin inh
COc1ccc(CCNC(=O)Cc2ccc([N+](=O)[O-])cc2)cc1OC	-6	9	0.3	-0.21	4	0	-5	0	-7
CCOc1ccccc1NC(=S)N1CCC(NC(=O)NC23CC4CC(CC(C4)C2)C3)CC1	-17	4	-0.9	0.21	10	-4	-13	0	-15[20 µM]
O=C(Cn1c(=O)oc2cc(S(=O)(=O)N3CCCC3)ccc21)Nc1cccc(C(F)(F)F)c1	-6	2	0.9	-0.29	6	0	3	3	-22
O=C(Nc1ccccc1)Nc1ccc(F)cc1F	-12	5	1.2	-0.41	1	-2	-3	4	-20
O=C(NC1CCCCC1)NC1CC2CCC(C1)N2C(=S)NCc1ccco1 (stereo not drawn)	-2	-1	-0.1	0.51	4	-1	2	-4	-14[20 µM]
COc1ccccc1C1CC(c2ccc(Br)cc2)=NN1C(=O)c1cccnc1 (stereo not drawn)	-4	4	-0.9	-0.82	9	1	-7	-2	-11
CO/N=C/NC(=O)NOCc1ncc(C(F)(F)F)cc1Cl	4	-5	-0.2	0.53	19	4	1	3	-14[20 µM]
O=C(c1ccc2c(c1)OCO2)C1CCCN(C(=O)Nc2ccc(F)cc2F)C1 (stereo not drawn)	-5	6	1.0	-0.065	6	-2	-2	3	-17
CC1CCN(C(=O)C(NS(=O)(=O)c2cccc3nsnc23)c2ccccc2)CC1 (stereo not drawn)	2	-1	-1.3	-2.8	-4	-2	3	-3	-16
COC(=O)C1[C@H]2C(=O)N(Cc3cccs3)C[C@]23C=C[C@H]1O3 (stereo partly drawn)	-5	2	0.9	-0.89	5	-2	5	1	-36
Cc1ccc(C)c(N/C(N)=N/c2nc(C)cc(C)n2)c1	0	4	-0.3	-0.71	13	-12	9	1	-19
O=C(/C=C/c1cn(-c2ccccc2)nc1-c1cccc(Cl)c1)N1CCN(c2ccccn2)CC1	2	0	0.1	-1.5	-5	-5	-20	0	-25
CCn1ccnc1CNCc1cn(-c2cc(C)ccc2C)nc1-c1ccccc1	-12	-6	-0.6	-1.3	10	9	3	-1	-1
CC(C)(C)c1ccc(OCCOCCn2cnc3ccccc3c2=O)cc1	1	2	0.3	-0.2	-7	-7	-23	2	-28
